# Anesthetic bind: candidate novel general anesthetic via apoferritin binding; P02791; apoferritin/1-aminoanthracene competitive binding, fluorescence; Potency, µM (titrated, usually from 77.5 µM), for inactives: at the highest dose activity change, negative = displacement, usual class: inhibitors; 350,000 tested, 0.074% active; also: potency is read from the fitted curve at half-maximal effect; % is scaled to controls: 0 for no effect and ±100 for the full control effect; nearly all actives have a fitted effect of over 20% in size
# Target sequence (P02791 2-175 limits assumed): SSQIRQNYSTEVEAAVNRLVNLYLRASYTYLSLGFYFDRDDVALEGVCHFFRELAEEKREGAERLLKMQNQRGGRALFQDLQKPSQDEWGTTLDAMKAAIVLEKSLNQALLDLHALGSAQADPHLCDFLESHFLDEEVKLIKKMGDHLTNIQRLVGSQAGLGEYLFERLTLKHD
#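 Concentration-response curves derived by four-parameter Hill fitting of normalized fluorescence, where compounds displaced 1-AMA from 10 uM horse apoferritin following a brief 10 min room-temperature incubation; propofol titration acted as positive control.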
# Pol kappa inh: blocks human DNA polymerase kappa activity. purified Pol kappa, fluorescent DNA synthesis assay, 10 min. Potency, µM (top dose mostly 107 µM), inactives show at the highest dose activity, negative = inhibition, hits mostly inhibitors. 400,000 tested, 0.53% active; also: potency is read from the fitted curve at half-maximal effect; % is scaled to controls: 0 for no effect and ±100 for the full control effect
#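 Readout: fluorescence, taken kinetically at 0 and 10 min. Conditions: 10 nM Pol kappa, 15 min RT compound preincubation, 50 nM substrate final. Controls: enzyme-free buffer wells.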
# APEX1 inh: inhibitors of human APE1 endonuclease. P27695. recombinant APE1, TAMRA/BHQ-2 abasic DNA cleavage fluorescence. Potency, µM (series often up to 65.8 µM), without a hit: at the highest dose activity change, negative = inhibition, most hits filed as inhibitors. 350,000 tested, 0.35% active. AID 2517;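 also: potency is read from the fitted curve at half-maximal effect; plate controls were vehicle for no effect and reference inhibitor for full effect; nearly all actives have a fitted effect of over 55% in size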
#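 Compound pre-exposure to 0.75 nM APE1, 15 min at ambient temperature. Reaction initiated with 50 nM TAMRA/BHQ-2 THF substrate, read immediately in kinetic mode, 525 nm excitation, 598 nm emission.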
# POLB inh: DNA polymerase beta (human) inhibition; Pol beta primer extension/strand displacement, fluorescence kinetic; AID 485314; Potency, µM (highest dose often 114 µM), for the others: top-dose activity change, negative = inhibition, actives largely listed as inhibitors; 340,000 tested, 1.3% active; also: potency is read from the fitted curve at half-maximal effect; % is scaled to controls: 0 for no effect and ±100 for the full control effect
#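 Reaction started by 50 nM substrate onto compound-treated Pol beta (10 nM, 15 min preincubation, room temperature); plates read at 0 min and 10 min. Normalized concentration-effect data fitted by four-parameter Hill equation.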
# 12-LOX inh: ALOX12 (human) lipoxygenase inhibition; P18054; purified 12hLO, xylenol orange hydroperoxide absorbance; Potency, µM (top dose mostly 108 µM), for the others: top-dose activity change, negative = inhibition, usual class: inhibitors; 580,000 tested, 1.1% active; also: potency is read from the fitted curve at half-maximal effect; % is scaled to controls: 0 for no effect and ±100 for the full control effect
#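 Hydroperoxide product was detected by ferrous iron/xylenol orange as the 573 to 405 nm absorbance ratio. Arachidonic acid at 40 uM (final) was turned over for 30 min at room temperature by 150 nM human 12hLO, pH 7.0 Hepes buffer, after 15 min compound preincubation.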
# POLI inh: DNA polymerase iota (human) inhibition | Pol iota fluorescent replication assay, 10 min | Potency, µM (highest dose often 115 µM), for inactives: at the top dose activity, negative = inhibition, most hits filed as inhibitors | 390,000 tested, 1% active | AID 588590; also: potency is read from the fitted curve at half-maximal effect
#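 Pol iota at 10 nM preincubated 15 min with compounds at room temperature; reaction started with fluorescent substrate, 50 nM final. Fluorescence read kinetically at 0 and 10 min; buffer-only wells as negative control.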
# BLM inh: inhibitors of human Bloom syndrome helicase BLM; Potency, µM (series often up to 56.1 µM), inactives show at the highest dose activity change, negative = inhibition, usual class: inhibitors; AID 2528; recombinant BLM DNA unwinding, fluorescence dequenching; 350,000 tested, 0.2% active;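 also: potency is read from the fitted curve at half-maximal effect; plate controls were vehicle for no effect and no enzyme for full effect; nearly all actives have a fitted effect of over 35% in size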
# TRHR agonist: TRH receptor (human) agonism. AID 493084. TRHR cells, calcium flux fluo-8, FDSS agonist mode. 360,000 tested, 0.18% active. P34981. activation, % at 2 µM; in the data active = activation above about 30%; also: 0% is about no effect
# Target sequence (P34981 whole entry, looked up): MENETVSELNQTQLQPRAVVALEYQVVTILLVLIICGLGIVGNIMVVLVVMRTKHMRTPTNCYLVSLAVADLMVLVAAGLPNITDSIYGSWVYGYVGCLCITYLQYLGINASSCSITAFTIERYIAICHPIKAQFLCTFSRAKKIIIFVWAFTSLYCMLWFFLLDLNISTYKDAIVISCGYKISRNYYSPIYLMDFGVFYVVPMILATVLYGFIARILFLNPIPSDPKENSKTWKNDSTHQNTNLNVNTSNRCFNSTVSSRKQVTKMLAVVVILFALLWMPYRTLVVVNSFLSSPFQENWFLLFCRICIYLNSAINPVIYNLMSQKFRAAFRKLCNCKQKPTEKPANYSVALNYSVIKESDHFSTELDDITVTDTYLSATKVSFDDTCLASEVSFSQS
#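 TRHR-expressing cells loaded with fluo-8 calcium dye; 23 nL library compound pin-transferred, kinetic FDSS fluorescence (Ex 480/Em 530) recorded about 180 s for agonist-induced calcium release, before a 10 nM TRH EC20 addition for potentiator mode.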
# ERG-DNA inh: blocks human ERG Ets domain binding to DNA. Potency, µM (top dose mostly 76.9 µM), without a hit: at the highest dose FP activity, negative = inhibition, usual class: inhibitors. 370,000 tested, 0.028% active. fluorescence polarization, His-ERG Ets domain / labelled DNA. AID 624246. P11308; active = well fitted inhibition curve with a large enough effect in the polarisation, with a control signal flat; inconclusive = small, poorly fitted or top-dose-only effect, or effect the other way, or a change in a side signal; inactive = no such curve, though single readings can be large or run the other way; the % refers to the polarisation;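 also: polarization taken with two DNA probes labelled with fluorescein and Texas red; potency is read from the fitted curve at half-maximal effect; % of control where 0% means no effect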
# Target sequence (P11308 whole entry, looked up, the tested form may be a part): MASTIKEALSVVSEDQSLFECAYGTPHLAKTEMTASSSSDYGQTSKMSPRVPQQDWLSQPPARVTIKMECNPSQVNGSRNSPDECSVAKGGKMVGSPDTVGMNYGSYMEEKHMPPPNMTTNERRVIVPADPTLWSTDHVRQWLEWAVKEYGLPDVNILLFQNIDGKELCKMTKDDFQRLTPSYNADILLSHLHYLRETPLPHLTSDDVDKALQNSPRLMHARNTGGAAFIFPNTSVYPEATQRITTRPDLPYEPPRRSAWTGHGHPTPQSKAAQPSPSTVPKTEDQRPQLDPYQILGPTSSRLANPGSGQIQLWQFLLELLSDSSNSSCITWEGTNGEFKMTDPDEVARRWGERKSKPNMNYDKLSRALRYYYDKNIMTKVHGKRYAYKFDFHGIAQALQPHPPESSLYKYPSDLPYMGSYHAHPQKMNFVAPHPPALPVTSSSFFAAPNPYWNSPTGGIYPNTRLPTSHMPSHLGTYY
#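 His-tagged ERG Ets domain (1 uM in the protein solution; 300mM KCl, 50mM Tris-HCl, 1mM EDTA, 1mM DTT, pH 7.5) received compound, then a probe mix of 5 nM fluorescein-DNA and 100nM Texas-615-DNA. Fluorescence polarization was read for both dyes.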
# The depositor's hits bear a star; u = inconclusive; x = no result given; & = joins results of further samples; [ ] = remark or other dose. Unless noted, calls follow the shape of the dose curve; as a rule, active = well fitted curve in the direction sought with a large enough effect; inconclusive = small, poorly fitted or top-dose-only effect, or another doubt; inactive = no such curve, though single readings can be large; an effect the other way counts as inactive or inconclusive.
SMILES,Anesthetic bind,Pol kappa inh,APEX1 inh,POLB inh,12-LOX inh,POLI inh,BLM inh,TRHR agonist,ERG-DNA inh
Cc1cccn2c(CN(C)CC3CCCCO3)c(C(=O)N3CCCCC3)nc12 (configuration not stated),-8%,7%,-1%,1%,-9%,21%,-2%,-0.2,-2%
COc1ccc(C(=O)N/N=C/c2cccc3cccnc23)cc1,-16%,6%,1%,9%,0%,10%,-8%,-0.2,-7%
C[C@@H](OC(=O)N1CCCCC1)[C@H]1O[C@]2(C)CCCC[C@H]1O2,x,-7%,-9%,x,6%,15%,x,-0.1,-10%
CCN1CCN(c2ncc(C(=O)Nc3cc(Cl)ccc3OC)c3ccccc23)CC1,-1%,-12%,8%,u,22%,31%[activator],-1%,2.9,7%
COc1ccc(CC(=O)Nc2ccccc2C(=O)N2CCOCC2)cc1,-11%,-2%,4%,7%,-10%,21%,-2%,0.5,x
CCOC(=O)C1CCN(C2=NC(=O)/C(=C/c3ccc(OC)c(OC)c3)S2)CC1,-20%,-20%,-8%,26%,0%,27%,-5%,-0.6,-8%
Cc1ccc(S(=O)(=O)N2CCC(CN3C(=O)c4cccc5cccc(c45)C3=O)CC2)cc1,-12%,-2%,-1%,9%,0%,16%,-5%,0.0,-5%
O=C(COC(=O)c1ccc(S(=O)(=O)NCc2ccco2)cc1)Nc1ccc(Cl)cn1,-16%,79µM*,u,16µM*,u,22µM*,-10%,0.2,3%
CCOC(=O)Cc1csc(NC(=O)c2cnc3scc(C)n3c2=O)n1,x,-5%,x,x,6%,-3%,x,x,5%
Cc1ccc(-c2[nH]c3ccccc3c2SCCN)cc1,3%,-3%,3%,0%,-16%,30%,3%,3.0,8%
COc1ccc2cc(C(c3nnnn3C(C)(C)C)N3CCc4ccccc4C3)c(=O)[nH]c2c1 (configuration not stated),-6%,x,1%,8%,x,x,-7%,-0.2,x
CCCCn1c(SCC(=O)N2c3ccccc3Sc3ccccc32)nc2c1c(=O)n(C)c(=O)n2C,-1%,2%,7%,0%,-4%,-13%,-9%,-1.2,3%
O=S(=O)([N-]c1nc2ccccc2nc1-n1cc[n+](Cc2ccccc2)c1)c1ccc(Cl)cc1,13%,-15%,-6%,7%,9%,-5%,-2%,1.2,9%
Cn1cc(-c2nc3cncnc3n(Cc3ccccc3Cl)c2=O)c2ccccc21,x,-8%[60.1 µM],1%,x,u,x,5%,x,x
C=CCn1c(C)cc(C(=O)CSc2nnc(-c3cccc(S(=O)(=O)N(CC)CC)c3)o2)c1C,6%,2%,1%,-2%,-8%,2%,-4%,1.0,10%
COc1cc([C@@H]2CC=C(C(=O)O)[C@H](c3ccc(Cl)cc3)N2S(=O)(=O)c2ccc(C)cc2)cc(OC)c1OC,x,-6%,0%,x,7%,u,x,-0.2,6%
CC1CCN(S(=O)(=O)c2ccc3c(c2)c(=O)c(C(=O)N2CCN(c4cccc(Cl)c4)CC2)cn3C)CC1,-5%,3%,x,-2%,-25%,21%,-3%,-0.2,-1%
O=C1C2C(C(=O)N1CCc1ccccc1)C1C=CC2C12CC2 (configuration not stated),-21%,-6%,1%,0%,4%,3%,-11%,2.2,x
Cc1[nH]c(=O)[nH]c(=O)c1S(=O)(=O)N1CCCC(C(=O)NCCc2ccccc2)C1 (configuration not stated),-3%,-23%,0%,21%,162%[activator],12%,3%,0.1,1%
C(=N\Nc1nc(-c2ccccc2)cs1)/c1ccncc1,-20%,-3%,0%,2%,-15%,3%,-6%,0.7,-5%[15.4 µM]
Cc1ccc(NC(=O)COC(=O)CCC(=O)c2cccs2)cc1S(=O)(=O)N1CCOCC1,u,8%,17%,12%,-17%,0%,-7%,0.3,2%
C[C@@H](C(=O)Nc1ccc2ccccc2c1)[C@H]1C[C@]1(C)[C@H](NS(=O)(=O)c1ccccc1)c1ccccc1,-4%&5%,-2%,2%&-8%,5%,u,-8%,-6%&-10%,0.6,-16%
CCOc1ccc(C(=O)NCC(=O)OCc2nnc(-c3ccccc3)o2)cc1OCC,x,15%,25%,x,238%[activator],-18%,x,0.0,7%
O=C(CC(C(=O)O)P(=O)(c1ccccc1)c1ccccc1)c1ccc(Br)cc1 (configuration not stated),6%,-17%,2%,89%,0%,-1%,-2%,0.1,-2%
CSCCC(NS(=O)(=O)c1ccc2c(c1)oc(=O)n2C)C(=O)NCc1ccc(Cl)cc1 (configuration not stated),2%,-3%[60.1 µM],x,-24%,0%,-9%,-2%,-0.3,-14%
# The list goes on.
SMILES,Anesthetic bind,Pol kappa inh,APEX1 inh,POLB inh,12-LOX inh,POLI inh,BLM inh,TRHR agonist,ERG-DNA inh
CCOC(=O)c1c(C)n(C)c2ccc(OC)c(NC(=O)CN3CCN(C4CCCCC4)CC3)c12,-22%,-4%,-1%,5%,5%,20%,-4%,-0.6,-13%
Cc1ccc(NC(=O)CCNC(=O)c2ccccc2Cl)cc1S(=O)(=O)N1CCCCCC1,x,-6%,46%,x,-13%&-50%,-23%,x,-0.4,13%
CCOC(=O)C(Cc1cc(N)c(Oc2ccc(OC)cc2)c(N)c1)NC(C)=O (configuration not stated),x,-7%,x,x,-20%,33%[activator],x,x,-5%
COc1ccc(-c2[nH]c(-c3cccc(OC)c3)nc2SCC(=O)NCc2ccco2)cc1,0%,-5%,-8%,-18%,-12%,2%,-11%,0.6,10%
CC(C)(C)NC(=O)CN(C(=O)CCC(=O)Nc1nccs1)c1cccc(C(F)(F)F)c1,-13%,3%,15%,-1%,12%,7%,3%,0.2,7%
Cc1ccc(C(=O)N/C(=C/c2ccco2)C(=O)NCC2CCCO2)cc1 (configuration not stated),-9%,-16%,0%,-2%,-15%,37%[activator],2%,0.2,-18%
O=C(Nc1ccc(F)c(Cl)c1)C1CCCN(c2cnccn2)C1 (configuration not stated),-6%&-8%,-9%&3%,23%,-1%&40%,-20%&-29%,21%&7%,0%&0%,0.0&-0.2,0%&13%
COC(=O)c1ccc(CNC(=O)COC(=O)c2cc(Cl)ccc2O)cc1,x,0%,14%,x,u,-6%,x,x,-3%
COc1cc(C2CC(=O)c3c(ccc4ccccc34)N2)ccc1O (configuration not stated),-10%,-13%,u,-7%[57.1 µM],-8%,-15%,-1%,0.2,10%
CC(CNC(=O)Cn1ccc2cc(S(=O)(=O)N3CCCC3)ccc21)c1ccccc1 (configuration not stated),-12%,-2%,47%[activator],2%,7%,71%[activator],-2%,0.0,3%
COc1ccc(/C=C2/C(=N)N3N=C(CC(=O)N4CCCC4)SC3=NC2=O)cc1OC,3%,-10%,54%,-2%,u,-6%,2%,0.3,-13%
Cc1ccc(S(=O)(=O)N(C)C)cc1NC(=O)Cn1c(CN2CCOCC2)nc2ccccc2c1=O,-2%,-4%,-2%,1%,17%,-10%,-2%,-0.3,-9%
Cc1ccccc1N1C(=O)C2C3CCC(O3)C2C1=O (configuration not stated),-16%,2%,8%,6%,1%,193%[activator],-4%,1.1,3%
Cc1nc(Cl)cc(N/N=C/c2ccc(O)cc2O)n1,-8%,-17%,10%,u,0%,-10%,-5%,-0.1,12%
Cc1nc2ccccc2n1CCc1nc2c3ccccc3nc(SCC#N)n2n1,-8%,x,-5%,34%[activator],x,x,-2%,-0.8,x
CC(=O)c1ccc(OCCCC(=O)OCC(=O)N2CCN(c3ccccc3)CC2)cc1,-12%,-11%,3%,2%,2%,4%,0%,-0.5,-4%
O=C(NCc1ccccn1)c1cc(-c2ccc(Cl)cc2)nc2ccccc12,-4%,10%,21%,46%,-17%,15%,0%,-0.2,1%
CCCCc1ccc(-n2nc3ccc(NC(=O)c4cc5ccccc5o4)cc3n2)cc1,2%,5%,x,8%,-18%,-3%,0%,-0.1,-3%
O=c1cc(N2CCc3ccccc3C2)[nH]c(=O)n1Cc1ccc(F)cc1,-6%,-4%,5%,1%,19%,u,1%,-0.5,5%
O=C(Nc1ccccc1O)C(c1ccccc1)c1ccccc1,-10%,-1%,4%,0%,-38%,32%[activator],-8%,0.5,-2%
CC1(C(=O)CSc2nc3ccccc3s2)CCC(=O)O1 (configuration not stated),-12%,-11%,2%,18%,u,u,0%,-0.4,1%
O=S(=O)(c1ccc(Cl)cc1)N1CCCC(c2nc(-c3ccc(F)cc3)no2)C1 (configuration not stated),x,8%,5%,x,-28%,8%,x,0.0,-5%
Cc1cc(C)c(NC(=O)CN(c2ccccc2)S(=O)(=O)N(C)C)c(C)c1,-1%&-1%,u,u,35µM*,u,89µM*,-15%&-14%,-0.5&-0.5,7%&4%
Nc1c(C(=O)N/N=C/c2ccc([N+](=O)[O-])cc2)cnn1-c1ccccc1,6%,8%,-10%,u,3%,24%,-8%,-0.2,-2%
COc1ccc(CCNC(=O)CCn2c(=O)c3cccn3c3cccnc32)c(OC)c1OC,11%,-11%,x,14%,-7%,11%,1%,-0.4,5%
CCCC[C@@H]1CCCO[C@@](C(=O)NCc2ccc(S(C)(=O)=O)cc2)(C(F)(F)F)C1,-14%,-9%,11%,x,x,-2%,-3%,x,x
CC(=O)c1c(N)nc2n(c1=O)CCCCC2,-8%,-9%,15%,2%,31%,-2%,1%,0.6,3%
O=C(OCn1ncc(Br)c(Br)c1=O)c1c(F)cccc1F,u,x,2%,8%,x,x,-8%,-0.8,x

# High-throughput results from PubChem.

# A portion of the library; the hit share may differ from the screen's.
